Screening results deposited in PubChem BioAssay by several laboratories.
LAP4 TOR yeast: yeast TOR pathway LAP4-GFP modulation. S. cerevisiae LAP4-GFP multiplex, flow cytometry GFP, 3 h; median GFP as percent of DMSO wells. GFP response vs DMSO, % at 10 µM. 320,000 compounds, 0.34% hits;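 active = GFP response vs DMSO above a set limit, about the screen mean plus 3 SD, cut at about 150% in these data; inconclusive = under 70 cell events counted for the yeast strain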
proCasp3 act: activates human procaspase-3; P42574; recombinant procaspase-3 D3A, Ac-DEVD-pNA absorbance 405 nm; 330,000 compounds, 0.11% hits; AID 463141; activation, % at 8.5 µM;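 active = activation above the mean of all tested compounds plus 3 SD, cut at about 21% in these data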;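 note: 0% = DMSO alone and 100% = DMSO wells spiked with extra 5 µM PC-3 D3A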
Target sequence (P42574 whole entry D9A/D28A/D175A): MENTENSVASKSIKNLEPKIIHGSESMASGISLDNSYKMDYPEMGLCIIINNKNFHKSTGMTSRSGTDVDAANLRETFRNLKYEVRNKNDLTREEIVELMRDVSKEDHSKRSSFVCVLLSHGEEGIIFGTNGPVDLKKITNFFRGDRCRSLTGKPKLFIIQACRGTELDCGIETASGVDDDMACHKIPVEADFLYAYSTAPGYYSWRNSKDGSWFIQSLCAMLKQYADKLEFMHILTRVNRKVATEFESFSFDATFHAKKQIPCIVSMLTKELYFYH
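Evaluation: percent activation relative to control range; Material: Procaspase-3 D3A mutant, all three cleavage aspartates alanine; Compound: single dose, 8.5 µM nominal compound, 0.8% DMSO; Replication: one well per compound; Signal: absorbance at 405 nm, 0 and 120 min; Schedule: 1 h preincubation plus 2 h reaction at 25 °C.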
AGP1 TOR yeast: modulators of TOR pathway AGP1-GFP in S. cerevisiae | 320,000 compounds, 0.02% hits | S. cerevisiae AGP1-GFP multiplex flow cytometry, 3 h; GFP as percent of DMSO wells | GFP response vs DMSO, % at 10 µM;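 active = GFP response relative to DMSO above a set limit, near screen average plus 3 SD, cut at about 150% in these data; inconclusive = fewer than 70 cells counted for the yeast strain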;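 note: median GFP channel fluorescence of the gated AGP1 strain per well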
MEP2 TOR yeast: yeast TOR pathway MEP2-GFP modulation. S. cerevisiae MEP2-GFP strain, flow cytometry GFP, 3 h; 100% = DMSO control level. GFP response vs DMSO, % at 10 µM. 330,000 compounds, 0.51% hits. AID 2016;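 active = GFP response versus DMSO above a set limit, roughly screen mean plus 3 SD, cut at about 180% in these data; inconclusive = fewer than 70 cells counted for a yeast strain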;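 note: median GFP fluorescence of the barcode-gated MEP2-GFP cells per well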
procasp7 counter: activates human procaspase-7, counter-screen for procaspase-3 activators; P55210; 330,000 compounds, 0.093% hits; AID 463210; activation, % at 8.5 µM; recombinant procaspase-7, Ac-DEVD-pNA absorbance 405 nm; D23A/D198A/D206A triple mutant, cannot self-cleave; scale: DMSO 0, 5 µM enzyme 100;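 active = percent activation above the screen-wide mean plus 3 SD, cut at about 25% in these data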
Target sequence (P55210 whole entry D23A/D198A/D206A): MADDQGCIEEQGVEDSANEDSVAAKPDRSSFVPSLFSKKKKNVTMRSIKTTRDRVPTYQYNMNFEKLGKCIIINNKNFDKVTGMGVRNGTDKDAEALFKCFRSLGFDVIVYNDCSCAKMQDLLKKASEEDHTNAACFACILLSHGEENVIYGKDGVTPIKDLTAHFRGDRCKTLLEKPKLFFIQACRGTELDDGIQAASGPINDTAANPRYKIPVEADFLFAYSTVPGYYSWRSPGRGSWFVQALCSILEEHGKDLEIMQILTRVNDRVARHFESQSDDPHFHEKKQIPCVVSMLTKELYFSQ
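signal = Epi-absorbance of released pNA at 405 nm, two timepoints | assay system = Uncleavable procaspase-7 mutant enzyme | reagent = Ac-DEVD-pNA substrate, 400 µM as added | times = 1 h enzyme–compound preincubation and 2 h substrate reaction, both 25 °C | benchmarks = low DMSO alone, high DMSO plus 5 µM PC-7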
CIT2-GFP yeast: yeast TOR pathway CIT2-GFP modulation | S. cerevisiae CIT2-GFP strain, flow cytometry, 3 h; 100 means same as DMSO wells | GFP response vs DMSO, % at 10 µM | 320,000 compounds, 0.065% hits | AID 2029;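 active = GFP response relative to DMSO above a set limit, near the screen mean plus 3 SD, cut at about 150% in these data; inconclusive = Fewer than 70 cells measured for a yeast strain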;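 note: ratio of well median GFP fluorescence to mean of DMSO wells on the plate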
RPL19A TOR yeast: yeast TOR pathway RPL19A-GFP modulation; 330,000 compounds, 0.3% hits; percent response vs DMSO, % at 10 µM; S. cerevisiae RPL19A-GFP strain, flow cytometry, 3 h; active compounds read low;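 active = percent response vs DMSO below 50%; inconclusive = fewer than 70 events counted for the yeast strain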;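 note: median channel GFP fluorescence of the barcoded RPL19A-GFP strain; ratio of sample median GFP to plate DMSO average so 100% = DMSO; lower means less RPL19A-GFP as with rapamycin TOR inhibition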
AHR act: human AHR activation. AHR-responsive luciferase reporter cells, luminescence. activation, % at 5 µM. 320,000 compounds, 2.5% hits. AID 2796; in the data active = activation above about 47%;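 note: 0% = vehicle wells and 100% = reference agonist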
The depositor's hits bear a star; ? = inconclusive; . = no result given; [ ] = remark or other dose. Rows are unselected; about 3.5% have a hit in one of these screens.

#	SMILES	LAP4 TOR yeast	proCasp3 act	AGP1 TOR yeast	MEP2 TOR yeast	procasp7 counter	CIT2-GFP yeast	RPL19A TOR yeast	AHR act
1	COc1cc(-c2nc(CN3CCCCC3CCNC(C)=O)c(C)o2)ccc1F (stereo not drawn)	102.6	1.4	113.6	95.6	2.3	105.4	97.1	0.5
2	CCc1ccc(N2C(=O)C(Cl)=C(N3CCOCC3)C2=O)cc1	96.4	-19.1	86.0	84.3	-23.9	87.7	93.8	3.6
3	S=C(NCCc1ccccc1)Nc1ccc(Cl)cc1Cl	105.7	1.5	94.1	99.0	-3.4	86.9	97.2	-2.5
4	CC/C(=N\OC(=O)c1ccc(OC(C)C)cc1)c1ccc(C)cc1	96.5	-3.7	100.5	102.6	-8.2	100.8	101.0	0.8
5	CC(=O)NC1C(=O)Nc2c1cccc2C(F)(F)F (stereo not drawn)	97.7	-9.3	.	100.1	7.0	99.0	92.9	1.1
6	COC(=O)CCC(=O)COc1ccccc1C#N	98.6	-2.4	97.4	96.0	-2.5	101.8	96.4	1.2
7	CCOc1ccc(S(=O)(=O)Nc2cccc(C(=O)N3CCN(c4ccccc4O)CC3)c2)cc1	96.9	-4.0	91.3	95.5	-4.3	86.2	97.1	2.8
8	Cc1ccc(N2CC(NS(=O)(=O)c3cccnc3)CC2=O)cc1 (stereo not drawn)	99.8	1.4	90.7	108.3	3.5	94.1	100.8	-0.5
9	COc1cc2[nH]c(C(=O)NCC3CCCO3)cc2c(OC)c1OC (stereo not drawn)	94.2	-7.2	103.6	110.6	-1.5	106.8	107.3	3.5
10	COc1ccc(C(=O)N2CCCC(CCC(=O)NCc3ccc(F)c(F)c3)C2)o1 (stereo not drawn)	118.2	13.6	106.5	97.0	10.7	92.8	96.2	0.8
11	NS(=O)(=O)c1ccc(CCNCC#Cc2ccccc2)cc1	91.8	-1.8	102.7	111.3	-6.0	100.5	99.9	1.9
12	CCN1CCN(C(=O)c2ccccc2Nc2ccc(SC(F)F)cc2)CC1	104.3	-11.0	108.2	113.5	-1.2	105.1	110.2	-3.8
13	CCN1C(=NCC(C)C)N[C@@H](CCc2ccccc2)[C@H](C(=O)NCC(C)C)[C@H]1C	105.0[may fluoresce red]	0.4	75.7[may fluoresce red]	80.6[may fluoresce red]	11.3	80.2[may fluoresce red]	?	-1.3
14	C[C@H](NC(=O)c1nc[nH]c1C(=O)N[C@@H](Cc1ccccc1)C(=O)OCc1ccccc1)C(=O)OC(C)(C)C	129.2	0.5	74.6	89.3	-0.5	66.6	93.3	1.0
15	COc1ccc(C2Nc3ccccc3C(=O)N2NS(=O)(=O)c2ccccc2)cc1OC (stereo not drawn)	103.7	1.8	103.0	104.2	-0.8	98.5	101.3	2.9
16	COc1cccc2c(=O)n(CC(=O)Nc3ccccc3F)ccc12	91.8	-2.3	95.2	103.2	3.5	100.2	97.8	9.6
17	CCOC(=O)c1cnn2c(C(F)(F)F)cc(-c3ccco3)nc12	108.5	0.8	116.3	103.7	3.7	102.6	109.6	-3.2
18	COc1ccc(OCCC(=O)OCC(=O)NC(=O)NC2CCCCC2)cc1	94.5	0.5	96.0	92.6	0.4	96.4	96.6	1.9
19	Cc1cc(C)n2cc(CSc3nnc(-c4ccccc4)o3)nc2n1	105.4	-2.3	109.4	107.1	-4.9	105.8	108.4	3.4
20	COc1cc(-c2nnc(SCc3cccnc3)n2C)cc(OC)c1O	81.8	3.5	80.3	92.0	2.0	88.4	89.1	4.1
21	N#Cc1c(NC(=S)NC(=O)c2ccccc2)sc2c1CCC2	105.3	-20.9	99.9	108.4	-38.9	94.6	106.2	25.6
22	O=c1c2cc(N3CCOCC3)ccc2[nH]c(=S)n1CCCN1CCCCCC1	100.0	2.2	94.2	104.7	-3.2	98.8	99.2	0.5
23	CCCn1c(SCC(=O)N2CCCc3ccccc32)nnc1-c1ccco1	88.6	-5.2	94.3	94.8	10.8	95.5	92.2	5.8
24	CC(NC(=O)CCNS(=O)(=O)c1cccc2nsnc12)c1ccccc1 (stereo not drawn)	98.6	5.0	100.7	107.0	7.2	102.7	101.1	-0.9
25	COc1ccc(-n2c(CN3CCN(C)CC3)nc3ccc([N+](=O)[O-])cc3c2=O)c(OC)c1	97.0	2.6	104.3	106.3	2.8	101.3	107.2	18.6
26	Cc1ccc(S(=O)(=O)NCC(=O)OCC(=O)Nc2cccc(S(=O)(=O)NC3=NCCCCC3)c2)cc1C	110.0	11.0	110.7	95.6	9.1	108.6	96.7	-2.5
27	O=C(COc1ccc(Br)cc1)Nc1ccc(C(=O)Nc2ccccc2C(=O)O)cc1	77.4	-8.3	89.8	97.7	-4.7	92.0	101.8	6.6
28	FC(F)(F)c1cc(NC2CCCCC2)ccn1	90.7	3.6	99.9	102.2	11.7	103.6	104.0	2.5
29	Oc1cccc(C2c3[nH]c4ccccc4c3CCN2Cc2cnn(-c3ccccc3)c2)c1 (stereo not drawn)	97.3	-1.6	94.1	93.5	3.8	82.8	95.3	42.2
30	Cc1ccc(NC(=S)N(CCCN2CCOCC2)Cc2cccs2)c(C)c1	121.7	-7.2	97.9	221.9*	-3.7	97.6	98.9	1.3
31	CN1/C(=C\C(=O)COC(=O)c2ccco2)C(C)(C)c2ccccc21	86.9	-3.1	94.4	100.0	11.6	97.8	99.9	-2.5
32	CN(Cc1ccccc1)c1c([N+](=O)[O-])c(=O)n(C)c2ccccc12	111.2	-6.6	87.9	89.5	-4.6	85.2	91.2	4.5
33	Cc1cc(NC(=O)CSCC(=O)N(C)Cc2ccc(Cl)c(Cl)c2)no1	96.3	2.3	101.4	93.8	6.2	97.6	94.0	10.4
34	CCN1/C(=C\C(=S)Nc2ccccc2)Sc2ccccc21	146.5	-17.1	98.2	97.4	-51.6	98.3	91.0	9.1
35	O=C(O)c1ccc(N/N=C/C(Br)=C/c2ccccc2)cc1	161.2*	-2.5	72.4	106.3	0.3	98.0	107.3	7.3
36	COc1ccc(C(=O)N2CCN(c3ncccn3)CC2)cc1	98.5	1.5	103.8	98.2	5.2	99.0	100.5	-1.2
37	O=C(NCCOC(=O)c1ccc(C(=O)OCCNC(=O)c2ccccc2)o1)c1ccccc1	94.0	-0.8	.	89.0	-0.4	90.8	88.2	0.9
38	COc1ccc(S(=O)(=O)N2CCCC(C(=O)N3CCN(C)CC3)C2)cc1C (stereo not drawn)	96.8	6.2	102.9	97.8	0.0	95.9	97.5	-0.8
39	N=c1c(C(=O)NCc2ccco2)cc2c(=O)n3ccccc3nc2n1CC1CCCO1 (stereo not drawn)	83.5[may fluoresce violet]	-11.1	?	266.4*[may fluoresce violet]	-13.1	?	27.3*[may fluoresce violet]	3.4
40	C/C(=N\NC(=O)c1ccc(N(C)C)cc1)c1cccnc1	71.4	-9.3	94.9	104.0	1.8	95.2	112.5	4.2

3 of the entries above in order of their number in CIT2-GFP yeast, high to low.
cpd	smiles	CIT2-GFP yeast
1	COc1cc(-c2nc(CN3CCCCC3CCNC(C)=O)c(C)o2)ccc1F (stereo not drawn)	105.4
38	COc1ccc(S(=O)(=O)N2CCCC(C(=O)N3CCN(C)CC3)C2)cc1C (stereo not drawn)	95.9
37	O=C(NCCOC(=O)c1ccc(C(=O)OCCNC(=O)c2ccccc2)o1)c1ccccc1	90.8

More compounds follow.
#	SMILES	LAP4 TOR yeast	proCasp3 act	AGP1 TOR yeast	MEP2 TOR yeast	procasp7 counter	CIT2-GFP yeast	RPL19A TOR yeast	AHR act
41	NS(=O)(=O)c1ccc(N2CCCC2=O)c([N+](=O)[O-])c1	97.4	6.1	100.0	96.5	13.2	91.5	95.9	0.9
42	CCOC(=O)CSc1nc2sc(C)c(C)c2c(=O)[nH]1	86.5	3.3	90.6	94.8	8.3	89.8	96.6	13.8
43	C#CCOc1c(Cl)cc(/C=N/O)cc1OC	84.4	-2.0	86.9	100.3	-3.7	97.0	101.2	11.7
44	CC(=O)N(Cc1cc(=O)[nH]c2ccccc12)c1ccccc1C	109.8	2.6	94.3	103.8	17.1	93.5	100.1	15.2
45	CCN(CC(O)COc1ccc(OCC(O)CN(CC)C2CCCCC2)cc1)C1CCCCC1 (stereo not drawn)	109.5	1.2	98.7	99.0	-6.0	93.8	97.3	-0.4
46	Nc1cnc(Br)cc1Br	93.3	-0.4	102.3	100.2	6.3	96.8	105.2	1.9
47	CCOc1ccc(C2N(c3ccc(F)cc3)C(=O)C3CCCN32)cc1 (stereo not drawn)	92.3	12.8	89.0	97.2	-5.5	89.1	93.8	-0.2
48	CCOC(=O)c1ccc(-n2ccnc2)c(NC(=O)c2ccc(C(C)(C)C)cc2)c1	108.2	1.2	105.5	109.0	-0.4	107.7	105.9	20.1
49	CC1(O)CC(c2ccc(Cl)cc2)=NN1C(=O)c1ccc(Cl)cc1 (stereo not drawn)	102.0	2.3	94.8	106.0	-1.9	97.7	104.5	8.2
50	Cc1ccc(-c2nnc3ccc(SCC(=O)NCc4ccco4)nn23)cc1	104.4	-13.8	.	106.4	-15.8	97.2	105.9	15.4
51	COc1ccccc1C(=O)N/C(=C/c1ccco1)C(=O)Nc1cccc(C(=O)O)c1	93.4	2.8	23.7	162.2	-1.2	72.2	96.0	4.0
52	O=C(O)c1ccc(CNS(=O)(=O)c2ccc3ccccc3c2)cc1	92.9	2.8	92.4	100.9	-3.7	99.0	101.4	1.9
53	CCCCCCC1CC(C)(C(=O)CNc2nncs2)OC1=O (stereo not drawn)	100.2	1.4	95.2	102.0	-10.4	91.9	99.9	2.4
54	Cc1nn(CC(=O)N/N=C/c2cccs2)c(C)c1[N+](=O)[O-]	95.7	-6.3	98.3	91.0	1.4	96.3	92.3	-0.1
55	CCOc1ccc(Nc2oc(-c3cccs3)nc2C#N)cc1	113.3	8.1	99.1	103.1	12.4	98.5	101.1	-5.6
56	Cc1ccc(/C=N/NC(=O)Cc2cccs2)o1	119.8	-4.5	106.8	92.9	6.6	95.2	94.2	3.1
57	CCC(C)(C)NC(=O)COc1ccc(C(=O)c2ccccc2)cc1	100.0	0.5	96.7	90.7	3.2	99.7	95.5	1.2
58	COc1nc2ccccc2nc1OC	94.6	-1.5	107.5	106.5	4.0	103.4	106.4	-2.8
59	CCOc1ccccc1N1CC(C(=O)Nc2ccc(S(=O)(=O)N3CCCCC3)cc2)CC1=O (stereo not drawn)	103.4	-0.1	108.2	100.0	-1.7	96.4	98.0	0.7
60	CCN(c1ccc(NC(=O)CSc2ccc3c(c2)OCCO3)cc1)C(C)C	92.5	-3.5	101.8	105.7	0.2	98.7	99.9	0.0
61	O=C(OCC1OC(n2cc(Br)c(=O)[nH]c2=O)C(Br)C1O)c1ccccc1 (stereo not drawn)	87.9	8.0	99.8	100.7	0.5	102.3	105.3	1.4
62	COC(=O)c1sccc1NC(=O)c1ccc(C#N)cc1	102.0	-5.7	94.2	112.4	0.7	102.9	99.6	2.2
63	O=C(NC(=S)NC1CCCC1)c1ccccc1Br	94.2	-3.8	94.7	95.9	7.8	100.8	99.8	3.9
64	CC12CCC(=O)N1C(C(=O)OCc1c(Cl)cccc1Cl)CS2 (stereo not drawn)	103.5	1.8	106.4	101.6	7.7	100.3	97.8	1.4
65	Cc1ccccc1CSc1nc(-c2ccccc2)cc(=O)[nH]1	99.7	-7.5	109.0	108.4	-8.3	106.7	108.3	30.6
